# Menin-MLL TR inh: qHTS Assay for Inhibitors Targeting the Menin-MLL Interaction in MLL Related Leukemias: Competition With Texas Red Labeled MLL-derived Mutant Peptide; O00255; Menin + Texas Red MLL mutant peptide, fluorescence polarization; AID 1768, 2009; hit rate 0.23% among 270,000; Potency, µM (top dose mostly 61.6 µM), without a hit: at the top dose FP activity change, negative = inhibition, actives largely listed as inhibitors; active = well fitted inhibition curve with a large enough effect in the polarisation, with a control signal flat, not every such curve was filed as active; inconclusive = small, poorly fitted or top-dose-only effect, or effect the other way, or a change in a side signal; inactive = no such curve, though single readings can be large or run the other way; the % refers to the polarisation; also: potency is read from the fitted curve at half-maximal effect; % of control where 0% means no effect; many of its hits are not listed in these tables
# GALK inhibitor: qHTS Assay for Inhibitors of Human Galactokinase (GALK); P51570; Purified GALK, Kinase-Glo residual ATP luminescence; Potency, µM (titrated, usually from 57.5 µM), for the others: top-dose activity change, negative = inhibition, usual class: inhibitors; hit rate 0.007% among 270,000; also: potency is read from the fitted curve at half-maximal effect; % is scaled to controls: 0 for no effect and ±100 for the full control effect
# Target sequence (P51570 whole entry, looked up): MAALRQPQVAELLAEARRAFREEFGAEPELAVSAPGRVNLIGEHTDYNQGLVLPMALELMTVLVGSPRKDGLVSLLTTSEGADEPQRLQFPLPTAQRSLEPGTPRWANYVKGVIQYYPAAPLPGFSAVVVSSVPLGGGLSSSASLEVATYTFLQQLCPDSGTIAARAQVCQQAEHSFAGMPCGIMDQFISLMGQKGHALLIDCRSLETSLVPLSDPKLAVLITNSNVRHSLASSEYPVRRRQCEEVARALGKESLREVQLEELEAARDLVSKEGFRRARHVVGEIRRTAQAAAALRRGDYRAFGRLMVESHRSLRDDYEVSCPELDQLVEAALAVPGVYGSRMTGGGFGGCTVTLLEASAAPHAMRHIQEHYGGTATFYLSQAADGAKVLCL
#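 Compounds were pin-transferred into ATP buffer (35 uM final), then GALK plus galactose (5 nM, 100 uM final) was added. After 1 h at room temperature, Kinase-Glo Plus was added and luminescence read after 10 min.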
# KCNH2 WT inh: qHTS for Inhibitors of KCHN2 3.1: Wildtype qHTS; activity change, % at 1.84 µM; U2OS, BacMam KCNH2, thallium flux FluxOr; active compounds read low; hit rate 0.37% among 340,000;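 active = maximum activity change below -70%; inconclusive = maximum activity change between -70% and -50%; inactive = maximum activity change above -50%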; also: % is scaled to controls: 0 for no effect and ±100 for the full control effect
#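 U2OS cells were transduced with wild-type KCNH2 virus (2.03 x 10^8 / mL) for 4 h at room temperature, then cultured overnight at 37 C. Thallium flux was read with FluxOr dye. Rate constants were normalized to DMSO controls.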
# TRPV1 agonist: HTS Assay for Compounds that Act as Agonists of the Vanilloid Receptor 1; Transient receptor potential cation channel subfamily V member 1 (Homo sapiens), Q8NER1; TRPV1-expressing cells, Fluo-8 calcium influx, agonist mode; activation, % at 8.33 µM; hit rate 0.19% among 320,000; AID 540275, 2011; in the data active = activation above about 80%; inconclusive = between about 30% and that limit; also: 0% is about no effect
#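 TRPV1-expressing cells were cultured overnight at 35.5C and loaded with Fluo-8 calcium dye for 40 to 90 min at room temperature. After a 10 s baseline, compound was added and calcium influx was read kinetically for 3 min (ex 480/em 520 nm).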
# CXXC DNA block: qHTS Fluorescence Polarization Assay for Inhibitors of MLL CXXC domain - DNA interaction. Histone-lysine N-methyltransferase 2A (Homo sapiens), Q03164. hit rate 0.037% among 290,000. MLL-CXXC / FITC-HOXA9 DNA fluorescence polarization. Potency, µM (highest dose often 115 µM), inactives show at the top dose activity change, negative = inhibition, most hits filed as inhibitors; active = well fitted inhibition curve with a large enough effect in the polarisation, with a control signal flat, not every such curve was filed as active; inconclusive = small, poorly fitted or top-dose-only effect, or effect the other way, or a change in a side signal; inactive = no such curve, though single readings can be large or run the other way; the % refers to the polarisation; also: potency is read from the fitted curve at half-maximal effect
#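 Purified MLL-CXXC (added from a 7 uM solution) was preincubated 5 min at ambient with pinned compounds in 50 mM Tris-HCl pH 7.5, 50 mM NaCl, 1 mM DTT, 0.05% BSA. Fluorescein-labeled HOX-A9 DNA (50 nM solution) followed, 30 min, then polarization read.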
# KCNH2 3.1 inh: qHTS for Inhibitors of KCHN2 3.1: Mutant qHTS; hit rate 0.95% among 340,000; activity change, % (tested at about 1.8 µM); U2OS KCNH2 3.1, thallium flux FluxOr; active compounds read low; AID 720553, 2013; Potassium voltage-gated channel subfamily H member 2, brain isoform KCNH2 3.1 (human);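 active = maximum activity change below -70%; inconclusive = maximum activity change from -70% to -50%; inactive = maximum activity change above -50%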;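 also: thallium influx rate constant from kinetic fluorescence after stimulation buffer; % is scaled to controls: 0 for no effect and ±100 for the full control effect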
#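 Normalized rate constant (relative to positive and negative DMSO controls) derived from a 2 min kinetic fluorescence read after stimulation; U2OS cells expressing the 3.1 isoform via virus at 1.77 x 10^8 /mL.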
# PKM2 act: qHTS Assay for Activators of Human Muscle isoform 2 Pyruvate Kinase. purified PKM2, Kinase-Glo ATP luminescence, activation; response scale: 0% is enzyme alone, no compound. Potency, µM (doses to about 57.5 µM), for the others: at the highest dose activation, usual class: activators. hit rate 0.34% among 260,000. AID 1631, 2009; also: potency is read from the fitted curve at half-maximal effect; % is scaled to controls: 0 for no effect and ±100 for the full control effect; nearly all actives have a fitted effect of over 55% in size
#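 Purified hPK-M2 (>95% pure) converted ADP (0.1 mM final) to ATP with 0.5 mM PEP in 50 mM imidazole pH7.2, KCl, MgCl2, Tween 20, BSA; 1 h at room temperature. ATP detected by Kinase-Glo luminescence.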
# Giardia kill: Small Molecules that selectively kill Giardia lamblia: qHTS | hit rate 0.15% among 340,000 | activity change, % at 7.66 µM, hits read low | Giardia lamblia trophozoite viability; in the data active = activity change below about -80%; inconclusive = between about -30% and that limit;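 also: parasites exposed to compound for two days anaerobically before the ATP read; % is scaled to controls: 0 for no effect and ±100 for the full control effect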
#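 Luminescence from cellular ATP indicates surviving trophozoites (100 cells/well) following 48 hrs anaerobic compound treatment at 37 deg C; signal develops 15-30 min at room temperature.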
# USP2a inh: qHTS Assay for Inhibitors of Ubiquitin-specific Protease USP2a Using CHOP2 as the Reporter; hit rate 0.01% among 330,000; Potency, µM (doses to about 38.3 µM), for inactives: at the top dose activity change, negative = inhibition, most hits filed as inhibitors; Ubiquitin carboxyl-terminal hydrolase 2 (Homo sapiens), O75604; USP2 core, Ub-CHOP2 coupled fluorogenic reporter, 485/531;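 also: potency is read from the fitted curve at half-maximal effect; plate controls were DMSO wells for no effect and full inhibition by NEM control for full effect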
# Target sequence (O75604 whole entry, looked up): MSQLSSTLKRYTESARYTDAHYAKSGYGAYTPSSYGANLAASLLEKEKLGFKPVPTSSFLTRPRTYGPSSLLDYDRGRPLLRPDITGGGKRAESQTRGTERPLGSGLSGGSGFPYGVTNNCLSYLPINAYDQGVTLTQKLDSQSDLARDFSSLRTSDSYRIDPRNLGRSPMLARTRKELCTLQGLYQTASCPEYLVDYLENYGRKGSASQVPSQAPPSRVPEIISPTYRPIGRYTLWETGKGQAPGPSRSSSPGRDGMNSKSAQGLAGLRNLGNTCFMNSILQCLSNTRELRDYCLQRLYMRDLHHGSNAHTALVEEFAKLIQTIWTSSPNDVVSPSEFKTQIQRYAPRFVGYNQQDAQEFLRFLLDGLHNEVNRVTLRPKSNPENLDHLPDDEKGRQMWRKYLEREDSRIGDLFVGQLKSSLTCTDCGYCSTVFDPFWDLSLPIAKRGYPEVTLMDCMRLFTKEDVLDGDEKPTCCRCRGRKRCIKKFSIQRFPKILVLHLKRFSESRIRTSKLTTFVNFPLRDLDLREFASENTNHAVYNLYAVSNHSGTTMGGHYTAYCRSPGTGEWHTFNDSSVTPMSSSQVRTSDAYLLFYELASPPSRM
#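 Cell-free coupled assay: 10nM USP2 core preincubated 30min RT with compound in Tris-HCl pH 8.0/CaCl2/CHAPS buffer, then 25nM Ub-CHOP2 and 25nM reporter substrate; fluorescence (Ex 485/Em 531) read after 60min RT, normalized to NEM inhibition, concentration-response curves fitted.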
# B2AR arrestin: qHTS assay of beta-arrestin-biased ligands of beta2-adrenergic receptor; Beta-2 adrenergic receptor (Homo sapiens), P07550; beta-arrestin recruitment to beta2AR, cell-based reporter; Potency, µM (top dose mostly 46.1 µM), without a hit: at the highest dose activation, hits mostly activators; hit rate 0.02% among 330,000;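 also: potency is read from the fitted curve at half-maximal effect; 0% = DMSO controls and full agonism = EC100 isoproterenol or metaproterenol; nearly all actives have a fitted effect of over 65% in size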
# Coupling enz: qHTS Assay for Inhibitors of Fructose-1,6-bisphosphate Aldolase from Giardia Lamblia: Coupling assay counterscreen | activity change, negative = inhibition, % at 58.2 µM, hits read low | hit rate 0.67% among 290,000 | coupling enzyme system counterscreen, AmpLite Red fluorescence; in the data active = activity change below about -30%; also: % is scaled to controls: 0 for no effect and ±100 for the full control effect
#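 Activity here indicates interference with the coupling reaction, not aldolase inhibition. Compounds at 57.5 uM final met coupling enzymes for 10 min at RT; substrate and AmpLite Red detection followed, with a 525/598 nm fluorescence read after 20 min.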
# Active calls of the source: *; ? = inconclusive; · = not tested or not shown; & = joins results of further samples; [ ] = remark or other dose. Unless noted, calls follow the shape of the dose curve; as a rule, active = well fitted curve in the direction sought with a large enough effect; inconclusive = small, poorly fitted or top-dose-only effect, or another doubt; inactive = no such curve, though single readings can be large; an effect the other way counts as inactive or inconclusive. These rows are one share of the data, so the mix of outcomes need not match the whole.
SMILES,Menin-MLL TR inh,GALK inhibitor,KCNH2 WT inh,TRPV1 agonist,CXXC DNA block,KCNH2 3.1 inh,PKM2 act,Giardia kill,USP2a inh,B2AR arrestin,Coupling enz
Cc1ccc(S(=O)(=O)N2CCN(CC(=O)NC3CCCc4ccccc43)CC2)cc1C (stereo not given),1%,-3%,-1&6,21,-9%,14&-9,4%,-4&16,-4%,0.1%,4
CC(=O)N(CCC(c1ccco1)C(C)C)Cc1ccc(Cl)cc1 (stereo not given),·,-2%,12,18,34%[activator],-15,13%,6,3%,-0.3%,4
COc1ccc(-c2cccc(-c3cc(=O)oc4cc(OC)c(OC)c(OC)c34)c2)cc1,1%,·,2,·,·,-13,·,-13,0%,-0.6%,-1
Cc1ccc(/C=C/C(=O)NN2CCN(C)CC2)cc1,0%,1%,2,?,-5%,10,-1%,-9,0%,-0.1%,1
Cc1c(C(=O)N(Cc2ccncc2)CC2CCCO2)oc2c(F)cccc12 (stereo not given),·,5%,-21,9,11%,14,-1%,3,-8%,-0.7%,·
COc1ccccc1OCCNC(=O)c1cccc(S(=O)(=O)N2CC(C)OC(C)C2)c1 (stereo not given),-10%,-2%,-1,1,1%,5,-1%,-9,-1%,-0.9%,-1
O=C(Nc1cc(C(F)(F)F)ccc1N1CCOCC1)c1cccc(F)c1,3%,2%,5,3,-8%,5,-17%,2,·,·,1
CC1(C)CC(=O)C=C(NCCN2CCN(C(=S)Nc3ccccc3)CC2)C1,·,1%,-1,-3,?,-2,-3%,-8,-5%,-0.9%,-1
COCCn1c(SCc2cccnc2)nnc1-c1ccco1,-21%,-4%,-8,2,-14%,20,-14%,11,1%,-0.3%,-3
Cc1cc(C)cc(N2CC(c3nc4ccccc4n3C)CC2=O)c1 (stereo not given),-2%,3%,1,-1,1%,-3,-2%,3,1%,0.1%,3
CCCCN(CC)CCCNC(=S)Nc1ccc2nc(N3CCN(CC)CC3)cc(C)c2c1,-2%,-3%,-1,-2,1%,5,-3%,-7,1%,3.8%,-4
Nc1c(C(=O)Nc2ccc(Cl)cc2)sc2nc(N3CCOCC3)c3c(c12)CCCC3,·,-2%,-6,0,0%,-10,·,-19,-2%,0.0%,·
Cc1ccc(S(=O)(=O)NCCSc2ccccc2)cc1[N+](=O)[O-],11%,0%,1,4,4%,-25,1%,-17,-2%,2.3%,-1
CCOc1ccc2c(c1)c(=O)c(S(=O)(=O)c1ccc(CC)cc1)cn2C,0%,-1%,-8,17,3%,6,18%,-28,1%,0.5%,-4
CCC(=O)Nc1sc(Cc2ccc3c(c2)OCO3)c(C)c1C(N)=O,·,6%,·,1,3%,2,-1%,46[activator],8%,-0.2%,1
Cc1nc(CSc2n[nH]c(=O)n2-c2ccccc2)cs1,·,0%,2,-2,2%,27,-5%,13,1%,0.3%,-3
COc1ccccc1-c1ccc(SCc2cccc(C)c2)nn1,-20%,0%,-12,-2,3%,8,4%,0,0%,0.1%,1
COc1ccc(NC(=O)CC2CCCCC2)cc1OC,10%,3%,2,0,-8%,17,6%,0,2%,-0.1%,-9
COCCNc1nnc(SCC(=O)N2CCN(S(=O)(=O)c3ccccc3)CC2)s1,-8%,5%,2,-4,-8%,6,24%,-21,0%,0.2%,4
CC(=O)Nc1ccc2ccccc2c1,1%,0%,9,0,-18%,16,-5%,22,4%,-0.1%,0
COc1ccc(-c2noc(-c3ccc(Cl)cc3[N+](=O)[O-])n2)cc1OC,-11%,1%,2,0,12%,26,-10%,-12,0%,2.6%,0
CCOc1cc(N2CCOCC2)c(OCC)cc1NC(C)C(=O)N1CCC(C)CC1 (stereo not given),10%,2%,10,14,1%,-5,-4%,-11,1%,0.3%,-47*
Cc1ccccc1N/C(SCc1ccc(Cl)cc1)=C(/C#N)C(N)=O,8%,1%,-4,8,-1%,-18,3%,4,-1%,-0.1%,-9
NNC(=O)CNC(c1ccccc1)c1cc(Cl)ccc1NC(=O)c1ccccc1 (stereo not given),?,7%,-1,3,7%,-9,-9%,-5,-1%,0.2%,1
Cc1ccc(/C=C(\NC(=O)c2ccccc2)C(=O)NCCc2ccccn2)o1,0%,1%,4,6,14%,2,13%,-11,1%,-1.7%,-1
# Additional structures
SMILES,Menin-MLL TR inh,GALK inhibitor,KCNH2 WT inh,TRPV1 agonist,CXXC DNA block,KCNH2 3.1 inh,PKM2 act,Giardia kill,USP2a inh,B2AR arrestin,Coupling enz
CCN(CC)c1ccc(/C=N/NC(=O)CCC(=O)NCc2ccccc2)c(O)c1,-2%,-1%,0,1,5%,-11,5%,-2,0%,-0.4%,0
Cc1ccc(C(=O)O/N=C(\N)c2cccnc2)cc1[N+](=O)[O-],4%,-2%,0,12,3%,6,-2%,-12,4%,-0.3%,-1
CCCn1c(=O)[nH]c(=O)c2c(C(=O)OCC)cc(-c3cccs3)nc21,13%,4%,0,-4,3%,1,0%,10,1%,0.0%,2
CC(=O)NC12CC3CC(C1)CC(C(=O)NCC(=O)Nc1c(C)cc(C)cc1C)(C3)C2,·,·,5,-1,·,0,·,1,0%,-0.2%,·
O=C(O)CN1C(=O)CSC1=S,?,0%,0,1,0%,19,·,-12,-3%,0.0%,3
CC(C)CNC(=O)C1CCN(c2ccc(S(=O)(=O)N3CCOCC3)cc2[N+](=O)[O-])CC1,·,-2%,8,-2,-15%,18,-2%,-21,-1%,-0.4%,-2
CC(C)c1ccc(/C=N/NC(=O)C(=O)NCCCN2CCOCC2)cc1,-17%,0%,-28,1,1%,·,-4%,16,3%,-2.1%,1
Cc1ccc(NC(=O)C2(N(C(=O)Cn3nnnc3N)c3ccc(C)cc3)CCCCC2)cc1,3%,0%,2,0,6%,12,-5%,17,0%,-0.1%,0
CC1CCCC(C)N1C(=O)COC(=O)COc1ccc(C#N)cc1 (stereo not given),·,·,-8,·,·,6,·,9,6%,0.0%,·
COc1cccc(CNc2nc3ccccc3n2C)c1O,14%,-1%,-3,-2,-1%,3,?,?,0%,-1.1%,-1
Cn1c(COc2ccc3ccccc3c2)nnc1SCC(N)=O,-11%,-3%,4,4,-8%,-8,-5%,8,2%,0.2%,0
Cc1cc(=O)oc2cc(OCC(=O)N(C)C3CCS(=O)(=O)C3)c(Cl)cc12 (stereo not given),1%,8%,-3,3,9%,-13,·,5,2%,-0.4%,-1
Clc1ccc(CNc2nnnn2-c2ccccc2)c(Cl)c1,-2%,1%,-6,23,0%,3,2%,11,0%,0.2%,1
O=C(N/C(=C\c1ccccc1)C(=O)N1CCCCC1)c1ccc(Br)o1,·,-6%,2,?,43%[activator],15,-1%,10,2%,0.0%,·
CN(C)S(=O)(=O)c1cccc(C(=O)Nc2n[nH]c(C(F)(F)F)n2)c1,·,0%,-1,-3,4%,-9,·,-11,-1%,-0.3%,2
c1ccc(C2CC(c3cccs3)Nc3nnnn32)cc1 (stereo not given),-1%,0%,6,9,7%,-4,8%,17,3%,-0.1%,3
O=C1CCN(S(=O)(=O)c2ccccc2)CCN1CCOCc1ccc(C(F)(F)F)cc1,·,1%,21,4,3%,7,15%,-2,4%,-0.3%,0
COc1cccc(NC(=S)Nc2ccc(O)cc2)c1,?,-2%,-11,22,-5%,-7,-2%,2,4%,-0.2%,-9
Cc1cnc(NC(=O)CC2CCCC2)s1,13%,8%,-1,1,-5%,-38,-9%,-9,3%,0.2%,0
O=C(CCN1C(=O)c2ccccc2S1(=O)=O)Nc1cccc(F)c1,·,·,-3,5,·,-16,·,8,-2%,-0.5%,·
O=C(c1cccs1)N1CCN(Cc2cccc([N+](=O)[O-])c2)CC1,-9%,0%,-4,12,-1%,-8,0%,-13,3%,0.3%,-3
COC(=O)Cc1[nH]n(-c2ccccc2)c(=O)c1C(C)=Nc1ccccc1,-5%,2%,1,0,-2%,-7,·,-15,3%,-0.1%,0
COc1cccc2c(=O)ccoc12,-15%,3%,17,0,3%,5,-6%,6,0%,-0.7%,-5

# Compound activity (PubChem BioAssay)
